# FBW7 activator: human FBW7 E3 ligase activation, primary screen. AlphaScreen FBW7–phospho-cyclin E peptide binding, activator screen. 650,000 tested, 0.13% active. Q969H0. normalized activity (activation), % at 26.1 µM; in the data active = normalized activity above about 1.9%;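 also: purified mutant Fbw7 with reduced substrate affinity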
# TEAD-YAP inh: TEAD-YAP interaction inhibition | HEK-TIYL cells, TEAD-Gal4/YAP UAS-luciferase luminescence | inhibition, % at 9.12 µM | 640,000 tested, 1.4% active | AID 1259422; in the data active = inhibition above about 32%;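 also: 0% = median of test compound wells and 100% = reference inhibitor wells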
# MITF inh: inhibitors of human MITF. O75030. AlphaScreen MITF homodimerization, bead proximity signal. inhibition, % at 2.6 µM. 650,000 tested, 0.91% active; in the data active = inhibition above about 50%;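 also: 0% = vehicle wells with protein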
# Target sequence (O75030 whole entry, looked up): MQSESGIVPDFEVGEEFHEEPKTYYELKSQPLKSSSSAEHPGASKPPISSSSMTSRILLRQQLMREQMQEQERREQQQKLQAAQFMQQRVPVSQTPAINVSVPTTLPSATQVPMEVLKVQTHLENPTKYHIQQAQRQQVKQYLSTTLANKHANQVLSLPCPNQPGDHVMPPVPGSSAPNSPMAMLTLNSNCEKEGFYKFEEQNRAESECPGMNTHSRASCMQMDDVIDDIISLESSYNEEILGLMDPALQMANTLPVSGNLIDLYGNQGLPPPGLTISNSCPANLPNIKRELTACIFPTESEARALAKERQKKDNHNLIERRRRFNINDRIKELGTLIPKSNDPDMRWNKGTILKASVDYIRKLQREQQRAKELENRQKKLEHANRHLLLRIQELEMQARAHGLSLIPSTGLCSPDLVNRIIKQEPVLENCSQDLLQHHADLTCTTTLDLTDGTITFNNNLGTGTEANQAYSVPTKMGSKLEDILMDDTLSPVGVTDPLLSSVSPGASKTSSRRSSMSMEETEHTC
# GPR151 activ: human GPR151 activation. Q8TDV0. PathHunter beta-arrestin GPR151 cells, luminescence. activation, % at 11.2 µM. 650,000 tested, 1% active; in the data active = activation above about 4.9%;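 also: 0% = median of compound wells and 100% = cells with positive control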
# Target sequence (Q8TDV0 whole entry, looked up): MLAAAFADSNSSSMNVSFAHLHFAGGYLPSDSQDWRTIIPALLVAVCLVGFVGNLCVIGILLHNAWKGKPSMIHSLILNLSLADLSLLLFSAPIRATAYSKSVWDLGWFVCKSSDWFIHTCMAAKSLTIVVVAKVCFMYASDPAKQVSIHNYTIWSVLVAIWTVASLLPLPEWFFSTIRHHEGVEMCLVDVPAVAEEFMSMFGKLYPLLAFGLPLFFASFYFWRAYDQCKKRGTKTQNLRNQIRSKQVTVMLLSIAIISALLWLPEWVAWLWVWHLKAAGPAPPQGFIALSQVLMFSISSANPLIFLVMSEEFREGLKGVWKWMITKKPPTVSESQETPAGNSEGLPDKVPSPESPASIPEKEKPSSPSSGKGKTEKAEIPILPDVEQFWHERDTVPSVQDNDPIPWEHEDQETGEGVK
# Starred values were filed as active, the others as inactive; . = no result given; & = joins results of further samples.
# Value order: FBW7 activator, TEAD-YAP inh, MITF inh, GPR151 activ
O=C(c1cc(COc2ccc3ncccc3c2)on1)N1CCCC1
    0.0, -1, -5, 0.8
CCCOc1ccc(N2C(=O)CC(NNC(=O)c3cc(C)nc4ccccc34)C2=O)cc1 (centres undefined)
    0.3, 0, 3, 0.9
CC(NC(=O)CN1N=C(c2ccccc2)CCC1=O)c1ccccc1 (centres undefined)
    0.6, -13, 6, -0.3
CCC(C)NC(=O)c1sc2nc(-c3cccc([N+](=O)[O-])c3)cn2c1C (centres undefined)
    0.1, -1, 7, -0.4
CC(=O)Nc1ccc(S(=O)(=O)NCCCNc2ccc([N+](=O)[O-])cc2)cc1
    -0.2, 21, 8, -0.1
Cc1nnc2ccc(SCC(=O)N(C)CC3Cc4ccccc4O3)nn12 (centres undefined)
    -0.1, 0, 7, 2.1
O=C(O)CSc1ncnc2nc[nH]c12
    0.0, 1, 11, 1.4
COc1ccc(OC)c(N2C(=O)[C@@H]3C[C@H]2CN3C2CCN(Cc3ccccc3)CC2)c1
    0.0, -4, 3, -1.1
Cc1cccc(NC(=O)C2C3C=CC4(O3)C2C(=O)N(Cc2ccc(F)cc2)C4C(=O)NC2CCCCC2C)c1 (centres undefined)
    -0.2, -5, -6, -0.5
Cc1ccc(-c2cc(N)n(CC3CCCCC3)n2)cc1
    0.0, -18, 13, 3.1
CC1=C(C(=O)OCc2ccccc2)C(c2ccc3c(c2)OCO3)C2=C(CC(c3cccs3)CC2=O)N1 (centres undefined)
    0.6, -4, 4, 1.6
FC(F)(F)COc1nc(Nc2ccc(Br)cc2)nc(OCC(F)(F)F)n1
    0.0, 1, -1, 2.5
CCOC(=O)/C(C#N)=C/c1cc(C)n(C2CCCC2)c1C
    0.2, -23, 9, 0.6
CC1CN(Cc2c(O)ccc3c(=O)c(Oc4ccc(-c5ccccc5)cc4)c(C(F)(F)F)oc23)CC(C)O1 (centres undefined)
    0.1, 5, -4, 0.8
O=[N+]([O-])c1ccccc1Oc1ccc(-c2ccccc2)cc1
    0.0, -15, 4, 2.2
O=C(COc1nc2ccccc2s1)n1c2ccccc2c2ccccc21
    0.0, -2, -312, 0.2
CCOc1cc(C2C(C#N)=C(N)Oc3cc4c(cc32)OCO4)cc(Br)c1OC (centres undefined)
    0.0, 57*, 5, 1.2
COc1ccc2nc(Nc3nc4ccccc4c(=O)[nH]3)nc(C)c2c1
    0.1, -47, -19, 1.5
CCc1ccccc1NC(=O)CSC1=C(C#N)C(c2cccs2)C(C(=O)Nc2ccccc2)=C(C)N1 (centres undefined)
    -0.1, -7, -8, -1.0
Cc1nc2ccccc2c(=O)n1NC(=O)c1cc(-c2ccc(F)cc2)nc2ccccc12
    0.0, -28, -1, 0.5
COc1cc(C(=O)Nc2ccc3nc(N4CCN(c5ncccn5)CC4)cc(C)c3c2)ccc1Br
    0.0, 6, -8, 0.2
COc1ccc(S(=O)(=O)N(CC(=O)NCc2ccc(C)cc2)c2ccc(C)cc2)cc1
    0.1, -1, 9, 1.1
CCN(CC)Cc1c(O)ccc2c1O/C(=C\c1ccc(OC)cc1)C2=O
    -0.1, 18, 43, -0.1
NC(=O)CN1CCN(C2CC(=O)N(c3ccc(F)cc3)C2=O)CC1 (centres undefined)
    0.3, 15, 8, -0.4
CCOc1ccccc1-c1cc(C(=O)Nc2ccc(S(N)(=O)=O)cc2)c2ccccc2n1
    0.0, -1, -11, -0.4
CC(C)c1ccc2nc3sc(C(=O)N4CCCC4)c(N)c3cc2c1
    0.2, -49, 14, -0.7
COc1ccc(C2CC(=O)N3C(=C2C#N)SCC3(O)c2ccc(Cl)cc2)cc1 (centres undefined)
    -0.1, -10, 11, 0.7
Cc1cc(C(=O)N(Cc2ccco2)c2nc3c(F)cc(F)cc3s2)no1
    -0.2, -32, 5, -0.6
COc1ccc(-n2cnc(N)c2C(=O)c2cccc([N+](=O)[O-])c2)cc1
    0.6, 7, 8, 3.5
COc1ccc(Br)cc1C(=O)Nc1ccccc1C(=O)O
    0.0, -4, 12, -1.2
N/C(=N\OC(=O)CCC1CCCCC1)c1cccc([N+](=O)[O-])c1
    0.0, 2, 7, -0.5
O=C1[C@@H]2C[C@H](NCc3cccc(F)c3)CN2C(=O)[C@@H]2CCCN12
    0.0, -4, -11, 0.0
Cc1cc(C)cc(NS(=O)(=O)c2cnc[nH]2)c1
    0.2, 9, 2, 0.4
COc1ccc(CNC(=O)Nc2cccs2)cc1OC
    -0.2, 1, 2, 0.9
O=C(Cn1c(=O)oc2cc(S(=O)(=O)N3CCCC3)ccc21)N1CCCCCC1
    0.1, -2, 23, -0.7
O=C(N/N=C/c1ccc(Br)cc1)c1ccc(O)cc1
    0.0, -18, 4, -0.7
CN(C#N)c1nc(Cl)nc(Nc2cccc(Cl)c2)n1
    0.1, 4, 2, -0.5
CCOCCOC(=O)C1=C(C)NC(=O)NC1c1ccc(OC)cc1OC (centres undefined)
    0.0, -1, 12, 0.2
CCOc1cc(C=C2C(=O)OC(C)(C)OC2=O)ccc1OC(=O)c1cccs1
    -0.1, 12, -3, -0.4
O=C(NC1(c2cccc(F)c2)CCCC1)c1cccc(N2CCCCS2(=O)=O)c1
    0.7, -4, 20, -1.3
Nc1c(C(=O)N2CCCCC2)sc2nc3cc4c(cc3cc12)OCCO4
    0.2, -1, -17, -1.7
O=C(NC1CC1)c1ccc(-c2cccc(C(=O)NCc3nc4ccccc4[nH]3)n2)cc1
    0.1, 3, -10, 0.1
CCc1ccc(C2=NC(c3ccc(Cl)cc3)NC(c3cc(Cl)ccc3O)C2)cc1 (centres undefined)
    -0.1, 3, -11, 2.0
CO[C@@H]1[C@@H](O[C@@H]2O[C@H](C)[C@H](O[C@H]3C[C@@](C)(O)[C@H](O)[C@H](C)O3)[C@H](N(C)C)[C@H]2O)[C@@H](CC=O)C[C@@H](C)[C@H](O)/C=C/C=C/C[C@@H](C)OC(=O)C[C@H]1O
    -0.1, 1, -3, 1.5
CN1CCC(NC(=O)c2cccnc2)CC1
    -0.1, -10, -8, -0.5
CCOC(=O)C1CCN(Cn2nc(C3COc4ccccc4O3)oc2=S)CC1 (centres undefined)
    0.1, 16, 10, -0.7
COCCCNCC(O)COc1ccccc1F (centres undefined)
    0.0, 0, 24, -0.9
COc1cc(NC(=O)c2ccc(N3CC4CC(C3)c3cccc(=O)n3C4)c(NC(=O)c3cc4ccccc4oc3=O)c2)cc(OC)c1OC (centres undefined)
    -0.1, -4, 2, -0.3
CC(C)c1nnc(NC(=O)Nc2cccc(Cl)c2)s1
    0.2, -46, 7, -0.3
CCCCCn1c(SCC(=O)c2ccccc2)nc2cc(C(=O)NCCC3=CCCCC3)ccc2c1=O
    0.2, -2, 22, -0.3
CN(C)c1ccc(/C=N/NC(=O)c2ccco2)cc1
    -0.1, -38, 4, -4.4
CCOC(=O)C1=C(C)N=c2s/c(=C/c3cccs3)c(=O)n2C1c1ccco1 (centres undefined)
    -0.5, 16, 14, -0.5
Clc1ccccc1CN1CCc2nnc(C3CCCO3)n2CC1 (centres undefined)
    -0.1, 10, -5, 0.9
C/C=C(\C)CN1CCc2nnc(C(CC(C)C)NC(=O)c3ccc(COC)o3)n2CC1 (centres undefined)
    -0.1, -12, 16, -0.9
COC(=O)c1c(-c2ccc(OC)cc2OC)csc1N
    0.3, 3, 9, -1.1
O=C(CN1Cc2ccccc2C1=O)NC1CCCCCC1
    -0.2, -8, -15, -0.5
O=C(CN1CCC(c2ccncc2)CC1)NCc1ccco1
    -0.1, 1, 3, 0.1
COc1ccc(CC(=O)NCC2(c3ccc(OC)cc3)CCCC2)cc1
    0.1, 0, -6, 2.4
CCOc1ccc(C2C(C#N)=C(N)N(c3cccc([N+](=O)[O-])c3)C3=C2C(=O)CCC3)cc1 (centres undefined)
    -0.1, -1, 4, 0.4
CC(=O)Nc1ccc(C2=N/C(=C/c3ccc(Br)cc3)C(=O)O2)cc1
    0.2, -8, -7, -0.9

# Continuation.
# Value order: FBW7 activator, TEAD-YAP inh, MITF inh, GPR151 activ
O=C(c1ccccc1Br)N1CCN(C(=O)c2ccccc2Br)CC1
    0.6, 8, 12, -0.5
NNC(=O)Nc1cccc(C(F)(F)F)c1
    0.0, 8, -1, 0.3
N#Cc1c(NC(=O)COc2cccc3ccccc23)sc2c1CCCC2
    2.0*, -11, 15, 1.5
Cc1cccc(C)c1NC(=O)NC1(C(=O)NCc2ccncc2)CCCCC1
    1.0, -9, 20, 0.0
CCOc1cc(C2C(C(C)=O)=C(C)Nc3ncnn32)ccc1O (centres undefined)
    0.1, 4, 16, -0.7
CCCCCCCC/C=C\CCCCCCCC(=O)N[C@@H](CO)Cc1ccc(O)cc1
    0.4, ., 9&-1, 0.8&-1.4
C/C(=N\NC(=O)c1ccncc1)c1ccc(C(C)(C)C)cc1
    -0.1, -5, 12, 1.0
NC(=O)c1c(NC(=O)COC(=O)c2ccc(O)c(Cl)c2)sc2c1CCC2
    0.8, 3, 14, 1.1
O=C(Nc1ccc(Cl)cc1)c1cc2ccccc2cc1O
    0.0, -66, 8, -0.5
CCc1ccc2nc(Nc3nc4c(c(=O)[nH]3)CCCC4)nc(C)c2c1
    0.0, -6, 3, 0.1
COC(=O)C1=C(C)Nc2ccccc2S1
    0.5, 9, 32, -0.1
C=CCNC(=S)N/N=C/c1ccsc1
    -0.1, 0, -4, 0.4
CC(C)c1ccc(NC(=O)CSc2nc3[nH]ncc3c(=O)n2-c2ccc(Cl)cc2)cc1
    0.0, 21, 5, -0.2
CCOC(=O)N1CCN(C(=O)c2cc(-c3ccc(F)cc3)nn2C)CC1
    0.0, 0, 4, -0.7
CCOc1ccccc1-c1cc(NC(=O)Cn2ncc3c2-c2ccccc2OC3)on1
    0.1, 0, 22, 1.0
COC(=O)c1ccc(C2C3=C(CC(C)(C)CC3=O)Nc3ccccc3N2C(C)=O)cc1 (centres undefined)
    0.0, 9, 8, -0.7
O=C(/C=C/c1ccco1)Nc1nnc(-c2ccco2)s1
    -0.1, 30, 52*, -0.3
CC(C)(C)Nc1nc(NC(C)(C)C)n2c(=O)[nH]nc2n1
    0.2, -4, 5, -1.1
O=C(CN1C(=O)C2C3C=CC(C4CC34)C2C1=O)OCC(=O)c1ccc(Cl)cc1 (centres undefined)
    0.1, -8, 4, 0.0
COc1ccc(Nc2ccnc3c(-c4ccoc4)cnn23)cc1
    0.0, 4, -7, -0.2
CCC(C)(C)NC(=O)C(c1ccncc1)N(Cc1ccc(C)cc1)C(=O)c1csnn1 (centres undefined)
    0.0, 9, -10, 0.0
CCOC(=O)C1=C(C)N(c2ccc(C)c(C)c2)C(=O)/C1=C\c1cc(OC)c(OC)c(OC)c1
    -0.1, 4, 18, 2.4
Cc1ccc(C)c(CN2CCN3C(=O)[C@@H](C)NC(=O)[C@H]3C2)c1
    0.0, 8, 8, -0.9
Cc1nc2nc(SCC(=O)NCCC3=CCCCC3)nn2c(C)c1Cc1ccccc1Cl
    -0.1, 3, 4, 0.0
CCC1=NN2C(=N)/C(=C/c3ccc(OCCOc4cc(C)ccc4C)cc3)C(=O)N=C2S1
    -0.1, 1, -11, -0.6
COc1ccc(CCNc2ncnc3c2nc(N2CCN(c4ccccn4)CC2)n3C(C)C)cc1
    -0.2, 0, 20, -2.0
O=C(COc1ccc(Cl)cc1Cl)Nc1cccc(C(=O)O)c1
    -0.1, 97*, -14, -6.9
O=C(c1cncc(O)c1)N1CCCC1c1nc2ccccc2[nH]1 (centres undefined)
    0.0, 1, 15, 0.4
O=C(O)c1ccc(N=Cc2ccccc2O)cc1
    0.1, 3, 13, 2.7
CC1=C(C(=O)Nc2cccc(C)c2C)C(c2ccccc2F)NC(=O)N1 (centres undefined)
    0.2, 3, 4, -0.5

# Another view of part of the listing above:
mol: Cc1cccc(C)c1NC(=O)NC1(C(=O)NCc2ccncc2)CCCCC1
  FBW7 activator = 1.0
  TEAD-YAP inh = -9
  MITF inh = 20
  GPR151 activ = 0.0

mol: CCCCCCCC/C=C\CCCCCCCC(=O)N[C@@H](CO)Cc1ccc(O)cc1
  FBW7 activator = 0.4
  TEAD-YAP inh = .
  MITF inh = 9&-1
  GPR151 activ = 0.8&-1.4

mol: CCOc1ccccc1-c1cc(NC(=O)Cn2ncc3c2-c2ccccc2OC3)on1
  FBW7 activator = 0.1
  TEAD-YAP inh = 0
  MITF inh = 22
  GPR151 activ = 1.0

mol: CC1=C(C(=O)Nc2cccc(C)c2C)C(c2ccccc2F)NC(=O)N1 (centres undefined)
  FBW7 activator = 0.2
  TEAD-YAP inh = 3
  MITF inh = 4
  GPR151 activ = -0.5

# Continued.
molecule	FBW7 activator	TEAD-YAP inh	MITF inh	GPR151 activ
C#CCNc1ncnc2c1nnn2Cc1ccccc1	-0.1	-8	-7	-0.3
O=C(Nc1ccc(C(F)(F)F)cc1)N[C@H]1C[C@H]2C(=O)N[C@@H](Cc3ccccc3)C(=O)N2C1	-0.3	9	-5	0.3
CNC(=S)NNC(=O)CN(C)S(=O)(=O)c1ccccc1	-0.1	7	10	0.7
Cc1nnc2c(Oc3ccccc3)nc3ccccc3n12	-0.1	-10	-1	1.1
COc1ccc(NC(=O)C(C)N(c2ccc(C)c(C)c2)S(C)(=O)=O)cc1OC (centres undefined)	-0.3	5	-1	0.9
CC1=CC=CC2=NC(=O)CC(C)(C(=O)N(CC(=O)NC3CCCCC3)C3CCCC3)N12 (centres undefined)	-0.1	3	-7	0.8
O=C(NCc1nc(-c2ccccc2)no1)C1CCN(Cc2nc3ccccc3[nH]2)CC1	-0.1	6	-2	2.3

# Source: PubChem (The Scripps Research Institute Molecular Screening Center)
